BAZ2B block = BAZ2B (human) inhibition; hit rate 4.4% among 360,000; Q9UIF8; AID 504333; Potency, µM (top dose mostly 114 µM), without a hit: top-dose activity change, negative = inhibition, hits mostly inhibitors; AlphaScreen BAZ2B-H3K14Ac peptide displacement; note: potency is the fitted concentration of half-maximal effect; % is set by controls: 0 for no effect and ±100 for the full control effect; nearly all actives have a fitted effect of over 60% in size
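AlphaScreen displacement: compounds (up to 110uM) incubated 30 min at room temperature with a preformed 50 nM BAZ2B/50 nM biotinylated H3K14Ac peptide complex in PBS pH 7.4 with Tween-20. Donor and acceptor beads at 10 ug/mL final added, 20 min light-protected before reading.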
ERG-DNA inh = ERG Ets/DNA interaction inhibition. P11308. fluorescence polarization, His-ERG Ets domain / labelled DNA. Potency, µM (top dose mostly 76.9 µM), for the others: at the top dose FP activity, negative = inhibition, hits mostly inhibitors. hit rate 0.028% among 370,000. AID 624246; active = well fitted inhibition curve with a large enough effect in the polarisation, with a control signal flat; inconclusive = small, poorly fitted or top-dose-only effect, or effect the other way, or a change in a side signal; inactive = no such curve, though single readings can be large or run the other way; the % refers to the polarisation;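 note: polarization taken with two DNA probes labelled with fluorescein and Texas red; potency is the fitted concentration of half-maximal effect; % of control where 0% means no effect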
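His-tagged ERG Ets domain (1 uM in the protein solution; 300mM KCl, 50mM Tris-HCl, 1mM EDTA, 1mM DTT, pH 7.5) received compound, then a probe mix of 5 nM fluorescein-DNA and 100nM Texas-615-DNA. Fluorescence polarization was read for both dyes.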
GLS inhibitor = glutaminase GLS (human) inhibition | O94925 | GLS enzymatic activity, qHTS titration | Potency, µM (titrated, usually from 45.5 µM), without a hit: at the top dose activity change, negative = inhibition, usual class: inhibitors | hit rate 0.21% among 410,000; note: potency is the fitted concentration of half-maximal effect; % is set by controls: 0 for no effect and ±100 for the full control effect
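Coupled fluorescence readout: glutamate oxidase/HRP/Amplex Red detect glutamate formed by hKGA from L-glutamine (1 mM solution added). Buffer 45 mM KH2PO4 pH 8.2, 0.02% Tween-20; reads at t0 and 30 min RT.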
JMJD2A Tudor = blocks the human JMJD2A Tudor domain | AID 504339 | O75164 | Potency, µM (highest dose often 114 µM), for inactives: at the top dose activity change, negative = inhibition, hits mostly inhibitors | AlphaScreen JMJD2A-Tudor / H3K4me3 peptide binding | hit rate 4.4% among 390,000; note: potency is the fitted concentration of half-maximal effect; % is set by controls: 0 for no effect and ±100 for the full control effect; nearly all actives have a fitted effect of over 50% in size
Target sequence (O75164 whole entry, looked up, the tested form may be a part): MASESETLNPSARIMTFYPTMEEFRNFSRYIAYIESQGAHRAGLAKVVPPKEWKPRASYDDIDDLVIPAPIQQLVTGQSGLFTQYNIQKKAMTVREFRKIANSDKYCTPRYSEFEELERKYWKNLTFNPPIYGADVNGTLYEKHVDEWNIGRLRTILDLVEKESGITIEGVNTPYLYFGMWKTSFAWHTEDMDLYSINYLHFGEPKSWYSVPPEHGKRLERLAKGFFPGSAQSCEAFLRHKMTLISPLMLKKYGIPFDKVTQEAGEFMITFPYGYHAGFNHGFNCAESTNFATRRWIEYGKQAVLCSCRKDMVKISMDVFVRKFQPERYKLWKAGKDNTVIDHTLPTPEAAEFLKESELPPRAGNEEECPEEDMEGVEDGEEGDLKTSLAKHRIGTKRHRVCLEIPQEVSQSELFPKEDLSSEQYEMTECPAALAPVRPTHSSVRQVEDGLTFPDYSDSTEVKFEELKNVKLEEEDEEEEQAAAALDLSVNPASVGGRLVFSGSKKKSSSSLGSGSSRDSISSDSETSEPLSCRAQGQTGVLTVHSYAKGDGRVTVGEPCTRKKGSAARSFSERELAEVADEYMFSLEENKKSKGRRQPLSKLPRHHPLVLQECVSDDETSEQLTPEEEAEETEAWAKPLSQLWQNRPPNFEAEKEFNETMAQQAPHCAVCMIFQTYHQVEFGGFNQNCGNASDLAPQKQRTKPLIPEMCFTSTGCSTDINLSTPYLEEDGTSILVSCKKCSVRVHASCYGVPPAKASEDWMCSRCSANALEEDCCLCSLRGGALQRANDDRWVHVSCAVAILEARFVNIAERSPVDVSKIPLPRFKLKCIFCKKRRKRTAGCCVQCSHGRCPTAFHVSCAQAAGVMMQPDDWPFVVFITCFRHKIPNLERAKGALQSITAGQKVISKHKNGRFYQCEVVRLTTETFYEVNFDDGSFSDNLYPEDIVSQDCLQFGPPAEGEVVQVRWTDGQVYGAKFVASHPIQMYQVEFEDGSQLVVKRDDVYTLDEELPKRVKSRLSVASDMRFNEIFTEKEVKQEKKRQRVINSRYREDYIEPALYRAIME
G9a block = blocks human histone lysine methyltransferase G9a; Q96KQ7; G9a H3K9 monomethylation, AlphaScreen, 2 h; Potency, µM (titrated, usually from 102 µM), for inactives: at the top dose activity, negative = inhibition, most hits filed as inhibitors; hit rate 8.8% among 350,000; AID 504332; note: potency is the fitted concentration of half-maximal effect; % is set by controls: 0 for no effect and ±100 for the full control effect; nearly all actives have a fitted effect of over 75% in size
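G9a (20 nM) preincubated 15 min RT with compounds, then 500 nM biotinylated H3K9 peptide and 20 uM SAM added; 2 h RT reaction. Monomethyl-H3K9 product detected by AlphaScreen with anti-H3K9me1 antibody, streptavidin donor and anti-rabbit IgG acceptor beads.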
PI4K2A inh = blocks human PI4K2A kinase activity | activity change, negative = inhibition, % at 76.9 µM | purified PI4K2A, ADP-Glo luminescence, 1 h; hits give low values | hit rate 0.13% among 420,000; in the data active = activity change below about -50%; inconclusive = mostly about -30% to -49%;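 note: -100% = wells without enzyme as full effect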
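In this quantitative HTS, ADP production by PI4K2A was quantified luminescently after 1 h at ambient temperature; 100 microM adenosine served as plate-quality control.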
RGS4 inhibitor = human RGS4 inhibition | P49798 | Transcreener GDP fluorescence polarization, RGS4-accelerated GTP hydrolysis | Potency, µM (top dose mostly 114 µM), inactives show at the highest dose activity change, negative = inhibition, most hits filed as inhibitors | hit rate 0.039% among 390,000 | AID 504845; note: potency is the fitted concentration of half-maximal effect; % is set by controls: 0 for no effect and ±100 for the full control effect; nearly all actives have a fitted effect of over 75% in size; some results filed as inactive show a strong effect at the top dose
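MLSMR compounds (23 nl, pin-transferred) preincubated 10 min at room temperature with a 500nM (2x) first reagent, then RGS4 at 900nM (2x) plus Transcreener GDP mix added; fluorescence polarization (620/688 nm) read before and after 90 min at 30 °C.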
HP1b chromo inh = inhibitors of HP1-beta chromodomain binding to methylated histone tails | Potency, µM (series often up to 114 µM), without a hit: at the highest dose activity change, negative = inhibition, actives largely listed as inhibitors | AID 540317 | hit rate 0.56% among 390,000 | P83916 | AlphaScreen HP1-beta / biotin-H3K9me3 peptide binding; note: potency is the fitted concentration of half-maximal effect; nearly all actives have a fitted effect of over 70% in size; inactives centre near 23
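HP1-beta protein (50 nM final) preincubated 30 min at room temperature with biotinylated H3(1-18)K9me3 peptide (50 nM) in PBS pH 7.4, 0.01% Tween-20, then compound added for 30 min. AlphaScreen streptavidin donor/nickel chelate acceptor beads (10 ug/mL final), 30 min dark, luminescence read.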
12-LOX inh = inhibitors of human 12S-lipoxygenase ALOX12; hit rate 1.1% among 580,000; purified 12hLO, xylenol orange hydroperoxide absorbance; P18054; AID 1671190; Potency, µM (highest dose often 108 µM), for inactives: at the highest dose activity change, negative = inhibition, actives largely listed as inhibitors; note: potency is the fitted concentration of half-maximal effect; % is set by controls: 0 for no effect and ±100 for the full control effect
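Purified human 12hLO at 150 nM in 25 mM Hepes, 0.01% Triton X-100, pH 7.0, preincubated 15 min at room temperature with compound. Reaction started with 40 uM arachidonic acid, 30 min at room temperature. Hydroperoxide measured by Fe-xylenol orange, 573/405 nm absorbance ratio.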
An asterisk follows results filed as active; i = inactive; ? = inconclusive; · = no result given; & = joins results of further samples; [ ] = remark or other dose. Unless noted, calls come from the whole dose curve; as a rule, active = well fitted curve in the direction sought with a large enough effect; inconclusive = small, poorly fitted or top-dose-only effect, or another doubt; inactive = no such curve, though single readings can be large; an effect the other way counts as inactive or inconclusive. This is a subset (hit frequency here may not be typical).

Values in the order: BAZ2B block	ERG-DNA inh	GLS inhibitor	JMJD2A Tudor	G9a block	PI4K2A inh	RGS4 inhibitor	HP1b chromo inh	12-LOX inh
(1) O=C(COC(=O)c1ccc(F)cc1)NCC1COc2ccccc2O1 (stereo unspecified)
    ·	11%	2%	0%	·	-2	-27%	38%	409%[activator]
(2) COc1cccc(CNC(=O)CNC(=S)N(Cc2ccccc2)Cc2ccccc2F)c1
    -8%	0%	-2%	-18%	13%	-2	-24%	14%	-11%
(3) CN(C(=O)c1ccccc1)c1ccccc1C(=O)NCCc1ccccc1
    4%	13%	-3%	-14%	·	5	24%	19%	i
(4) COc1ccc(CNCCS(=O)(=O)NC2CCCCC2)cc1
    ·	-5%	7%	-21%	·	2	-13%	6%	20%
(5) COc1cc(/C=N/NC(=O)c2ccncc2)ccc1OC(=O)c1ccc([N+](=O)[O-])cc1
    43%[activator][57.1 µM]	?	20%	-9%	30%[59 µM]	10	25%	14%	-2%
(6) O=C(CN1CCOCC1)N/N=C/c1c(O)ccc2ccccc12
    45µM*	11%	-11%	-12%	-13%	-2	4%	52%[activator]	0%
(7) NC(=S)N/N=C/c1ccc(C23CC4CC(CC(C4)C2)C3)cc1
    -3%[57.1 µM]	2%	24%	?	·	2	1%[56.9 µM]	11%	·
(8) COc1ccc(-n2nc(C(=O)Nc3ccc4c(c3)OCO4)c3ccccc3c2=O)cc1
    -31%	3%	6%	-20%	-21%[12.7 µM]	-1	1%	12%	0%
(9) CS(=O)(=O)Oc1ccc(Br)cc1/C=C1/N=C(c2ccco2)OC1=O
    2%	-10%	14%	1%	-6%[59 µM]	6	-34%	28%	?
(10) O=C(CSc1nccn1Cc1ccco1)Nc1ccc(OC(F)(F)F)cc1
    ?	-7%	-7%	?	-44%[59 µM]	-5	-11%	-1%[57 µM]	?
(11) CCOc1ccc(NC(=O)c2c(NCc3cccc(OC)c3OC)sc3c2CCC3)cc1
    -1%	-10%	-10%	-25%	?	-2	-9%	26%	?
(12) O=C(c1cc(-c2ccccn2)nc2c(Cl)cccc12)N1CCN(C(=O)C2CCCO2)CC1 (stereo unspecified)
    -5%	0%	4%	-34%	-3%[12.7 µM]	-5	-1%	20%	?
(13) CN(C)CCCN(C(=O)CCc1ccccc1)c1nc2ccc(Br)cc2s1
    ·	-1%	1%	-33%	79µM*	1	19%	-15%	?
(14) O=C(COc1ccc2ccc(=O)oc2c1)NCCc1c[nH]c2ccc(F)cc12
    -4%	1%	4%	-10%	-2%[0.501 µM]	-1	20%	19%	6%
(15) CN1C(C(=O)NCC2CC2)CC2Cn3c(nc4cc(Cl)c(Cl)cc43)C21 (stereo unspecified)
    3%	-3%	0%	-5%	15%[12.7 µM]	0	5%	42%[activator]	-10%
(16) C/C=C/c1ccc(OCC(=O)OCC2=C(C(=O)OCC)C(C)NC(=O)N2)c(OC)c1 (stereo unspecified)
    -6%	13%	0%	-13%	?	-9	-28%	70%[activator]	-28%
(17) COc1ccc(CC(=O)Nc2ccc(N3CCN(c4ccc(OC)cc4)CC3)c(C#N)c2)cc1
    -21%	-2%	8%	-11%[11.4 µM]	?	3	7%[11.4 µM]	-14%	0%
(18) CCOC(=O)c1ccc(N2CCN(c3cccc(Cl)c3)CC2)c(NC(=O)Nc2ccc(OC)cc2OC)c1
    -12%	-3%	-1%	-31%	-20%[59 µM]	-2	4%	14%	-11%
(19) Cc1ccc(-c2nnn3c2nc(NCCc2ccc(Cl)cc2)c2ccccc23)cc1
    11%	1%	0%	19%	-1%[59 µM]	3	5%	73%[activator]	?
(20) CSc1ccccc1-n1nnnc1SCC(=O)Nc1cc(C)ccc1C
    6%	3%	6%	-23%	21%[59 µM]	2	2%	28%	0%
(21) CN1C2CCC1CC(OC(=O)c1c[nH]c3ccccc13)C2 (stereo unspecified)
    -1%&0%	13%&-16%	5%&-3%&-3%	-21%&-20%	?	1&-5&3	-3%[56.9 µM]	31%&22%	1%&1%
(22) COC(=O)CCS(=O)(=O)c1ccc(Cl)cc1
    -2%	·	3%	-4%	13%	-1	6%	58%[activator]	1%
(23) Cc1ccc(NS(=O)(=O)c2ccc(NC(=O)C3CC3)cc2)cc1C
    -24%	6%	-2%	?	12%	-6	-41%	33%	-22%
(24) Cc1ccc(C(=O)C(SC(C)(C)C)n2cncn2)cc1 (stereo unspecified)
    2%	-13%	-7%	-17%	?	2	-4%	7%	0%
(25) CCc1cc(C(=O)Cc2nc3ccccc3s2)c(O)cc1OCC(=O)O
    2%	1%	-3%	-3%	·	-1	?	41%[activator]	37%[activator]
(26) CS(=O)c1ccccc1COC(=O)Nc1ccc(Cl)cc1 (stereo unspecified)
    7%	1%	-2%	-2%	3%[59 µM]	28	-11%	17%	0%
(27) NC(=O)C1CCN(C(=O)CCc2ccsc2)CC1
    7%	5%	5%	-5%	-5%	6	-7%	55%[activator]	-10%
(28) Cc1ccc(S(=O)(=O)NCCCN2CCOCC2)cc1C
    -5%	2%	-9%	-1%	4%[59 µM]	0	2%	29%	141%[activator][57.4 µM]
(29) O=c1c2ccccc2nc(SCc2nnc(-c3ccccc3Br)o2)n1-c1ccccc1
    3%	·	1%	-21%	5%[59 µM]	0	8%	11%	1%
(30) O=C1CN(S(=O)(=O)c2ccc([N+](=O)[O-])cc2)CC(=O)N1
    4%	1%	-4%	-11%	-24%	0	-11%	25%	0%
(31) CN(Cc1cccc(F)c1)C(=O)CN1CCN(S(=O)(=O)c2ccc3c(c2)OCCCO3)CC1
    4%	5%	-7%	-17%	-9%[59 µM]	4	7%	30%[activator]	-19%
(32) O=C(Nc1ccc2nc(SCC(=O)N3CCOCC3)sc2c1)c1ccccc1Cl
    -14%	5%	7%	-10%	1%[59 µM]	-2	15%	30%	-17%
(33) O=C(Nc1ccc2c(c1)OCCO2)C1CCN(c2cnccn2)CC1
    -35%	9%	0%	-26%	1%[12.7 µM]	3	23%	-1%	-1%
(34) Cc1ccc2cccc(S(=O)(=O)NC3CCS(=O)(=O)C3)c2n1 (stereo unspecified)
    -1%	4%	-8%	-11%	-3%[59 µM]	-1	-3%	18%	-24%
(35) Cc1ccc(N=Nc2c(O)[nH]c(=O)[nH]c2=O)cc1S(=O)(=O)Nc1ccc(Br)cc1
    ·	15%	5%	-6%	·	0	-4%	20%[57 µM]	-15%
(36) CSc1ccccc1OC1CCN(Cc2ccccc2)CC1
    -5%	-11%	8%	-26%	?	-6	-19%	1%	-25%
(37) Cc1cccc(-n2ncc(C(=O)N3CCN(C4CCCCC4)CC3)c2C2CCN(C(=O)OC(C)(C)C)CC2)c1
    1%[57.1 µM]	6%	-3%	-19%	-23%[59 µM]	3	-4%	21%	-9%
(38) COc1ccccc1-n1c(-c2ccccc2)n[nH]c1=S
    -24%	-8%	?	2.8µM*	·	1	3%	12%	-30%
(39) C#CCNC(=O)C1=C[C@H](c2ccc(C(F)(F)F)cc2)C[C@H](OCc2ccc(CO)cc2)O1
    3%	-1%	-11%	-22%	14%[12.7 µM]	-1	-8%	27%	?
(40) CC(C)C[C@H]1CN=C(N(C)C)N1CC1CCCC1
    5%	6%	5%	-13%	-9%[2.33 µM]	-2	29%	30%	12%
(41) O=C(Oc1ccc(-c2ccccc2)cc1)N1CCCCC1
    -7%	-10%	5%	3%	18%[59 µM]	8	17%	34%	-22%
(42) CCOC(=O)C1=C(C(C)=O)C(c2cccnc2)C(C#N)=C(N)O1 (stereo unspecified)
    -7%	1%	20%	?	-4%[12.7 µM]	2	-10%	17%	?
(43) O=C(Cc1ccc(Cl)cc1)Nc1ccccn1
    -1%	7%	-4%	9%	1%	9	-28%	44%[activator]	19%
(44) Cc1cccc(Nc2nc(-c3ccc4c(c3)OCCO4)cs2)c1
    50µM*	-4%	0%	?	7.9µM*	-3	-18%	-35%	?
(45) COc1ccc(-c2cn[nH]c2-c2ccc(OC)cc2O)cc1
    -32%	-5%	0%	?	36%	-6	6%	6%[57 µM]	0%
(46) O=C(C1=C[C@@H](c2coc3ccccc3c2=O)C[C@@H](OCCCCO)O1)N1CCOCC1
    -36%	-3%	6%	-18%	-32%[59 µM]	-2	14%	23%	-5%
(47) Cc1cc(C)c(NC(=O)c2c[nH]c(=S)n2-c2ccc(F)cc2)c(C)c1
    -21%	-6%	-8%	?	2.8µM*	1	-10%	28%	?
(48) NC[C@@H]1O[C@H](c2ccccc2)Cc2c1ccc(O)c2O
    ·	·	·	·	7%[59 µM]	4	-9%[56.9 µM]	·	?
(49) Cc1ccc(NC(=O)C2CCN(S(=O)(=O)c3ccc(F)cc3)CC2)cc1
    -6%	7%	-1%	21%	-5%	-8	-15%	17%	0%
(50) Cn1ccnc1C(OC(=O)c1ccccc1)C(F)(F)F (stereo unspecified)
    2%	-9%	0%	6%	10%	2	-13%	10%	0%
(51) O=CNCCCc1nc2ccccc2n1Cc1ccccc1
    ·	12%	2%	-15%	8%[59 µM]	2	10%	16%	-7%
(52) CCOc1ccc(N(CC(=O)N2CCN(c3ccccc3F)CC2)S(=O)(=O)c2c(C)noc2C)cc1
    23%	-9%	-13%	-5%	27%	-1	-22%	50%[activator]	25%

Screening results deposited in PubChem by National Center for Advancing Translational Sciences (NCATS).
